Screens (PubChem BioAssay)
PTHR1 agonist: PTHR1 (human) receptor agonism | Q03431 | HEK293 GP2 PTHR1 cells, GloSensor cAMP luminescence, 1 h | Potency, µM (series often up to 115 µM), for inactives: at the top dose activation, usual class: activators | 410,000 compounds, 0.075% hits; also: nearly all actives have a fitted effect of over 55% in size; some results filed as inactive show a strong effect at the top dose; inactives centre near -15; many of its hits are not listed in these tables
Target sequence (Q03431 whole entry, looked up): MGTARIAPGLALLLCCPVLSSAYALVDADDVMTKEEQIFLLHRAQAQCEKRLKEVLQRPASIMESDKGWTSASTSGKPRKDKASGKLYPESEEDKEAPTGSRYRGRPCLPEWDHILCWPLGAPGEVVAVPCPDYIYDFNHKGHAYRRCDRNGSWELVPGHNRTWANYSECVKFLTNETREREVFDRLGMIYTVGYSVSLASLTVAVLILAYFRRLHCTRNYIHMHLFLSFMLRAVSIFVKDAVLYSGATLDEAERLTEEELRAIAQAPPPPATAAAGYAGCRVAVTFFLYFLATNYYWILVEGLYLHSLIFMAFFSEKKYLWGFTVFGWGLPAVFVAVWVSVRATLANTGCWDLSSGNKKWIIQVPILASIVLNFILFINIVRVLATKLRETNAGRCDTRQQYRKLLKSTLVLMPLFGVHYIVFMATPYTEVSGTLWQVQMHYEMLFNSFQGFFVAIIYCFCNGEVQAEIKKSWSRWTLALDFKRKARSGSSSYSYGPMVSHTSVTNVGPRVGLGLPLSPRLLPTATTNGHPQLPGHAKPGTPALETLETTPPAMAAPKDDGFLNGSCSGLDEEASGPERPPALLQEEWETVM
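HEK-293-derived GP2 cells expressing PTHR1 and a GloSensor cAMP reporter, 3,000/well, plated overnight, given luciferin plus IBMX (each 0.5 mM as added) for 1 h at 37 °C, then compound for 1 h at 37 °C. Luminescence was read after 15 min at room temperature.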
FUS suppressor: suppressors of FUS proteinopathy in yeast | 390,000 compounds, 0.24% hits | S. cerevisiae FUS-expressing, growth rescue, OD600, 24 h | Potency, µM (top dose mostly 76.6 µM), for inactives: top-dose growth rescue (activation), hits mostly activators;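 also: plate controls were DMSO vehicle for no effect and reference control for full effect; nearly all actives have a fitted effect of over 55% in size; some results filed as inactive show a strong effect at the top dose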
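Quantitative HTS measuring growth restoration of FUS-toxic yeast. Galactose-induced cells (OD 0.005) were exposed 24hr at 30C to compounds at several concentrations, then absorbance at 600 nm was recorded.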
EPAC2 ag: activates human EPAC2 exchange factor; Q8WZA2; EPAC2 activation, biochemical qHTS; response scale: 100% = 6.5 mM cAMP response; Potency, µM (series often up to 154 µM), without a hit: at the highest dose activation, hits mostly activators; 360,000 compounds, 0.079% hits; also: nearly all actives have a fitted effect of over 50% in size
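Nucleotide exchange monitored as fluorescence drop when BODIPY-GDP leaves Rap1B. Reaction: 100 nM EPAC2, 250 nM RAP1B-BODIPY-GDP, 50 uM GDP, room temperature, kinetic read over 30 min. Activity expressed relative to 6.5 mM cAMP.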
EPAC2 antagonist: EPAC2 (human) antagonism. Potency, µM (titrated, usually from 114 µM), for the others: top-dose activity, negative = inhibition, usual class: inhibitors. AID 720708. EPAC2 GEF exchange of Rap1B-BODIPY-GDP, fluorescence. 360,000 compounds, 0.18% hits; also: % is scaled to controls: 0 for no effect and ±100 for the full control effect; nearly all actives have a fitted effect of over 45% in size; many of its hits are not listed in these tables
aSyn yeast inh: rescues yeast growth from alpha-synuclein toxicity; AID 652106; Yeast expressing alpha-synuclein, growth rescue, BacTiter-Glo, 24 h; 370,000 compounds, 0.14% hits; Potency, µM (doses to about 46.1 µM), inactives show at the top dose growth rescue (activation), most hits filed as activators; also: % of control where 0% means no effect; nearly all actives have a fitted effect of over 65% in size
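Galactose-induced alpha-syn yeast (OD600=0.02, raffinose-pregrown) + pinned cpd, 24 hr, 30 deg C; growth by BacTiter-Glo luminescence. Growth restoration scores as activation.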
TDP-43 yeast inh: rescues yeast growth from TDP-43 toxicity; 410,000 compounds, 1.8% hits; Potency, µM (titrated, usually from 46.1 µM), without a hit: top-dose growth rescue (activation), hits mostly activators; TDP-43 expressing yeast growth rescue, BacTiter-Glo, 24 h; also: % of control where 0% means no effect; nearly all actives have a fitted effect of over 50% in size
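Cell-based yeast growth screen: TDP-43 expression induced in galactose, inoculum OD600=0.02 after raffinose pregrowth to mid-log. Read-out BacTiter-Glo luminescence at 24 hr, 30 deg C; inhibition of toxicity seen as signal increase.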
EPAC1 antagonist: antagonists of human EPAC1; Potency, µM (doses to about 115 µM), inactives show at the highest dose activity change, negative = inhibition, hits mostly inhibitors; O95398; 360,000 compounds, 0.14% hits; EPAC1 GEF assay, Rap1b-BODIPY-GDP exchange fluorescence; AID 720709;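 also: plate controls were vehicle for no effect and positive control for full effect; nearly all actives have a fitted effect of over 50% in size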
EPAC1 ag: activates human EPAC1 exchange factor; O95398; EPAC1 agonist qHTS, biochemical assay; response scale: 100% = response to 6.5 mM cAMP; Potency, µM (series often up to 154 µM), inactives show at the top dose activation, hits mostly activators; 360,000 compounds, 0.073% hits; AID 720707; also: nearly all actives have a fitted effect of over 60% in size
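Read-out is the fluorescence drop as BODIPY-GDP leaves Rap1B (480 nm excitation, 540 nm emission), recorded every 5 minutes over 30 minutes. Reactions held 100 nM EPAC1, 250 nM Rap1B–BODIPY-GDP and 50 uM GDP, with 6.5 mM cAMP setting full activation.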
* marks the source's active call; other numbers are inactive results; [ ] = another dose, or the depositor's remark. Calls follow the shape of the dose curve; as a rule, active = well fitted curve in the direction sought with a large enough effect; inconclusive = small, poorly fitted or top-dose-only effect, or another doubt; inactive = no such curve, though single readings can be large; an effect the other way counts as inactive or inconclusive. Potency is read from the fitted curve at half-maximal effect. The list is partial, so the mix of outcomes need not match the whole.

Screening CCOc1ccccc1CN1C(=O)NC2(CCCCCC2)C1=O returned PTHR1 agonist inactive, FUS suppressor 7%, EPAC2 ag -3%, EPAC2 antagonist 3%, aSyn yeast inh 2%, TDP-43 yeast inh 10%, EPAC1 antagonist 1% and EPAC1 ag -7%.
CCCCNC(=O)CSc1nnc(C)c2c(C)n(-c3ccccc3)nc12 was read as PTHR1 agonist inactive, FUS suppressor 8%, aSyn yeast inh -1% and TDP-43 yeast inh 4%.
For CC1=C(C(=O)OCC(Cl)(Cl)Cl)N2C(=O)C(NC(=O)Cc3ccccc3)C2SC1 (configuration not stated) the results were PTHR1 agonist -55%[inhibitor], FUS suppressor 39%, EPAC2 ag 1%, EPAC2 antagonist -4%, aSyn yeast inh 3%, TDP-43 yeast inh -4%, EPAC1 antagonist -22% and EPAC1 ag -3%.
`C[N+]1(CCCOC(=O)C2(c3ccccc3)CCCC2)CCOCC1` gave PTHR1 agonist -18%, EPAC2 ag -10%, EPAC2 antagonist -5%, aSyn yeast inh 2%, TDP-43 yeast inh 2%, EPAC1 antagonist 4% and EPAC1 ag -2%.
For CC(NC(=O)CCSc1nc(-c2ccc3c(c2)OCO3)cc(C(F)(F)F)n1)c1ccccc1 (configuration not stated) the results were PTHR1 agonist 0%[57.5 µM], FUS suppressor 30%, EPAC2 ag 1%, EPAC2 antagonist -6%, aSyn yeast inh -3%, TDP-43 yeast inh -8%, EPAC1 antagonist -1% and EPAC1 ag 1%.
For Cc1cc(=O)c(C(=O)O)cn1Nc1ccc(F)cc1 the results were PTHR1 agonist inactive, FUS suppressor 12%, EPAC2 ag 1%, EPAC2 antagonist 3%, aSyn yeast inh -10%, TDP-43 yeast inh -10%, EPAC1 antagonist -21% and EPAC1 ag -4%.
For CCc1ccc([C@@H]2C[C@H]3[C@@H](CN2S(=O)(=O)c2ccc(C)cc2)C(=O)C[C@@H](c2ccccc2)N3S(=O)(=O)c2ccc(C)cc2)cc1 the results were PTHR1 agonist -25%, FUS suppressor -17%, EPAC2 ag 15%, EPAC2 antagonist 4%, aSyn yeast inh 1%, TDP-43 yeast inh 1%, EPAC1 antagonist -17% and EPAC1 ag 3%.
For CN(C)/C=C1\SC(=S)N(N2C(=O)C3C4C=CC(C4)C3C2=O)C1=O (configuration not stated) the results were PTHR1 agonist -25%, FUS suppressor 7%, EPAC2 ag 0%, EPAC2 antagonist -9%, aSyn yeast inh 11%, TDP-43 yeast inh 19%, EPAC1 antagonist 7% and EPAC1 ag 10%.
COc1ccc(C(c2nnnn2C2CCCCC2)N2CCN(C)CC2)c(OC)c1 (configuration not stated) was read as PTHR1 agonist inactive, FUS suppressor 7%, EPAC2 ag -2%, EPAC2 antagonist -3%, aSyn yeast inh 5%, TDP-43 yeast inh 19%, EPAC1 antagonist 6% and EPAC1 ag 1%.
For O=S(=O)(c1ccccc1)c1nc(-c2cccs2)oc1NCc1cccnc1 the results were PTHR1 agonist inactive, FUS suppressor 13%, EPAC2 ag 9%, EPAC2 antagonist 0%, aSyn yeast inh 2%, TDP-43 yeast inh -11%, EPAC1 antagonist -15% and EPAC1 ag -3%.
Screening O=C(O)CCSCCCN1C(=O)c2cccc3cccc(c23)C1=O returned PTHR1 agonist inactive, FUS suppressor -1%, EPAC2 ag 10%, EPAC2 antagonist 2%, aSyn yeast inh 19%, TDP-43 yeast inh 11%, EPAC1 antagonist -18% and EPAC1 ag 21%.
For COC(=O)C1=C(C)NC(C)=C(C(=O)OC)C1C1CC=CCC1 (configuration not stated) the results were PTHR1 agonist -16%, FUS suppressor -22%, EPAC2 ag -1%, EPAC2 antagonist -26%, aSyn yeast inh 3%, TDP-43 yeast inh 36%, EPAC1 antagonist -15% and EPAC1 ag -7%.
`COC(=O)c1ccc(Cn2c(C)c(C(=O)NCc3ccc([N+](=O)[O-])cc3)sc2=O)o1` gave PTHR1 agonist -41%[inhibitor], FUS suppressor 15%, EPAC2 ag 6%, EPAC2 antagonist 11%, aSyn yeast inh -3%, TDP-43 yeast inh 12%, EPAC1 antagonist -17% and EPAC1 ag -7%.
For CCCn1cnnc1CNC(=O)C1CCC(=O)N(CCc2cccc(F)c2)C1 (configuration not stated) the results were PTHR1 agonist inactive, FUS suppressor -12%, EPAC2 ag 4%, EPAC2 antagonist 2%, aSyn yeast inh -8%, TDP-43 yeast inh -8%, EPAC1 antagonist 0% and EPAC1 ag 3%.
`O=c1ccn(Cc2ccccc2)c2ccccc12` gave PTHR1 agonist -70%[inhibitor], FUS suppressor -16%, EPAC2 ag 5%, EPAC2 antagonist 11%, aSyn yeast inh -1%, TDP-43 yeast inh 5%, EPAC1 antagonist 3% and EPAC1 ag 8%.

As a working copy, some entries already given:
Screening CCOc1ccccc1CN1C(=O)NC2(CCCCCC2)C1=O returned PTHR1 agonist inactive, FUS suppressor 7%, EPAC2 ag -3%, EPAC2 antagonist 3%, aSyn yeast inh 2%, TDP-43 yeast inh 10%, EPAC1 antagonist 1% and EPAC1 ag -7%.
CCCCNC(=O)CSc1nnc(C)c2c(C)n(-c3ccccc3)nc12 was read as PTHR1 agonist inactive, FUS suppressor 8%, aSyn yeast inh -1% and TDP-43 yeast inh 4%.

Further compounds
CCCNC(=O)C1Cc2cc(S(=O)(=O)N3CCCC3)ccc2N1C(C)=O (configuration not stated) was read as PTHR1 agonist -22%, FUS suppressor -23%, EPAC2 ag 2%, EPAC2 antagonist 4%, aSyn yeast inh -2%, TDP-43 yeast inh -1%, EPAC1 antagonist -1% and EPAC1 ag -12%.
CN(C)c1cccc(C(=O)OCC(=O)NCC2CCCO2)c1 (configuration not stated) was read as PTHR1 agonist -9%[57.5 µM], FUS suppressor -18%, EPAC2 ag 5%, EPAC2 antagonist 7%, aSyn yeast inh -3%, TDP-43 yeast inh 19%, EPAC1 antagonist 2% and EPAC1 ag -1%.
`CCc1c(C(=O)N/N=C/c2cccs2)nnn1-c1nonc1N` gave PTHR1 agonist -22%, FUS suppressor 4%, EPAC2 ag 3%, EPAC2 antagonist -4%, aSyn yeast inh 0%, TDP-43 yeast inh 17%, EPAC1 antagonist 6% and EPAC1 ag 6%.
Screening COc1ccc(S(=O)(=O)N(C)C[C@H]2OCc3cn(nn3)CCCC(=O)N([C@@H](C)CO)C[C@@H]2C)cc1 returned PTHR1 agonist -1%, FUS suppressor 0%, EPAC2 ag 0%, EPAC2 antagonist -9%, aSyn yeast inh 3%, TDP-43 yeast inh 5%, EPAC1 antagonist -7% and EPAC1 ag 11%.
`CCn1c(-c2ccc(C)cc2)nn(CC(=O)NCCc2ccccc2)c1=S` gave PTHR1 agonist inactive, FUS suppressor 37%, EPAC2 ag 6%, EPAC2 antagonist 3%, aSyn yeast inh -2%, TDP-43 yeast inh 10%, EPAC1 antagonist -24% and EPAC1 ag 0%.
CC1CN(C)C(C)c2c1oc1ccc([N+](=O)[O-])cc21 (configuration not stated) was read as PTHR1 agonist inactive, FUS suppressor 10%, EPAC2 ag -1%, EPAC2 antagonist -3%, aSyn yeast inh -2%, TDP-43 yeast inh 9%, EPAC1 antagonist -15% and EPAC1 ag 2%.
For Cc1cc(S(=O)(=O)N2CCN(c3ncccn3)CC2)ccc1-n1cnnn1 the results were PTHR1 agonist inactive, FUS suppressor 25%, EPAC2 ag -6%, EPAC2 antagonist 2%, aSyn yeast inh -4%, TDP-43 yeast inh -2%, EPAC1 antagonist 16% and EPAC1 ag 3%.
For Cc1ccc(N(C)C(=O)N2CCN(S(=O)(=O)c3ccc(C)c(C)c3)CC2)cc1 the results were PTHR1 agonist -35%[inhibitor], FUS suppressor 46%, EPAC2 ag -1%, EPAC2 antagonist -2%, aSyn yeast inh -11%, TDP-43 yeast inh -21%, EPAC1 antagonist -8% and EPAC1 ag 5%.
Screening C=CCn1c(COc2ccccc2F)nnc1SCC(=O)N1CC(=O)Nc2ccccc21 returned PTHR1 agonist -3%, FUS suppressor 19%, EPAC2 ag 3%, EPAC2 antagonist 5%, aSyn yeast inh 1%, TDP-43 yeast inh 2%, EPAC1 antagonist 1% and EPAC1 ag -6%.
O=C(O)C1CSC2(CCN(Cc3ccccc3)CC2)N1 (configuration not stated) was read as PTHR1 agonist -8%[57.5 µM], FUS suppressor 20%, EPAC2 ag 3%, EPAC2 antagonist 5%, aSyn yeast inh 3%, TDP-43 yeast inh -13%, EPAC1 antagonist 6% and EPAC1 ag 4%.
For OCC1(CC2CCCCO2)CCN(C/C=C/c2ccccc2)CC1 (configuration not stated) the results were PTHR1 agonist inactive, FUS suppressor -2%, EPAC2 ag inconclusive, EPAC2 antagonist 9%, aSyn yeast inh 0%, TDP-43 yeast inh 17%[9.22 µM], EPAC1 antagonist 1% and EPAC1 ag 3%.
`Cc1cccc(C(C(=O)NC2CCCCC2)N(C(=O)c2csnn2)C2CC2)c1` (configuration not stated) gave PTHR1 agonist inactive, FUS suppressor -14%, EPAC2 ag 2%, EPAC2 antagonist -27%, aSyn yeast inh -18%, TDP-43 yeast inh -10%, EPAC1 antagonist 5% and EPAC1 ag -3%.
For CC(=O)N1CCN(c2cc3c(cc2F)c(=O)c(C(=O)O)cn3C2CC2)CC1 the results were PTHR1 agonist -17%, FUS suppressor -7%, EPAC2 ag 2%, EPAC2 antagonist -5%, aSyn yeast inh 5%, TDP-43 yeast inh 3%, EPAC1 antagonist -17% and EPAC1 ag 20%.
For C/C(=N\OCC(=O)OCC(=O)NC(=O)c1ccccc1)c1ccc2c(c1)OCO2 the results were PTHR1 agonist inactive, FUS suppressor -19%, EPAC2 ag 5%, EPAC2 antagonist -5%, aSyn yeast inh 3%, TDP-43 yeast inh -18%, EPAC1 antagonist -5% and EPAC1 ag -4%.
CCOc1ccc(/C(O)=C2/C(=O)C(=O)N(CCOCCO)C2c2ccccc2)cc1 (configuration not stated) was read as PTHR1 agonist -13%[57.5 µM], FUS suppressor 21%, EPAC2 ag 1%, EPAC2 antagonist -7%, aSyn yeast inh -1%, TDP-43 yeast inh -2%, EPAC1 antagonist 5% and EPAC1 ag 7%.
`COc1ccc2nc(NC(=S)N(C)C)sc2c1` gave PTHR1 agonist -28%, EPAC2 ag -3%, EPAC2 antagonist -5%, aSyn yeast inh -14%, TDP-43 yeast inh 0%, EPAC1 antagonist -21% and EPAC1 ag 2%.
